INS-1E GSIS act – GLuc luminescence reporter in INS-1E cells, primary screen for activators of glucose-dependent secretion of insulin; INS-1E GLuc reporter insulin secretion, 2-3 h; 370,000 compounds, 0.61% hits; AID 743287, 2014; activation, % at 16.6 µM;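 active = lowest replicate activation of at least 40%, so every replicate reaches that level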;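 note: 0% = median of neutral control wells and 100% = median of IBMX positive control wells; some compounds called inactive have numbers as strong as hits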
Statin myotox sup – suppressors of statin myotoxicity in C2C12 myotubes, primary screen, cell-based, single point, plate reader. AID 602340, 2012. 330,000 compounds, 0.78% hits. C2C12 myotubes + simvastatin, ATP luminescence, 48 h; scaled: DMSO 0, geranylgeraniol control 100. rescue of ATP level, % at 7.49 µM;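 active = mean ATP rescue above about 67%, or every replicate alone reaching that limit, limit read from the data, passing the limit was not always enough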;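 note: myotubes were challenged with 10 µM simvastatin during compound exposure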
PglD DTNB – C. jejuni PglD acetyltransferase inhibitors, primary screen, biochemical, DTNB colorimetric, single point | UDP-N-acetylbacillosamine N-acetyltransferase PglD (Campylobacter jejuni) | inhibition, % at 12.5 µM | 360,000 compounds, 0.098% hits | AID 602405, 2012 | purified PglD enzyme, DTNB colorimetric CoA detection; in the data active = inhibition above about 16%, passing the limit was not always enough; note: strong numbers were not always called active
ARNT-TACC3 inh – disruptors of ARNT/TACC3 protein interaction, primary screen, biochemical, AlphaScreen, single concentration | Transforming acidic coiled-coil-containing protein 3 (Homo sapiens), Q9Y6A5 | 390,000 compounds, 0.66% hits | inhibition, % at 9.99 µM | AlphaScreen His-ARNT PAS-B/GST-TACC3 binding, luminescence; TACC3 fragment carries E629A point mutation;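 active = mean inhibition of replicates at least 50% and at least half of replicates each reaching 50%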;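 note: 0% = complete ARNT plus TACC3 wells and 100% = ARNT alone without TACC3; many hits fall short of the cut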
Cneo AK release – Cryptococcus neoformans cell lysis inducers, primary screen, AK release luminescence, single concentration | AID 651654, 2012 | C. neoformans lysis, adenylate kinase release luminescence, 4 h; normalised: neutral wells 0, clomiphene wells 100 | 360,000 compounds, 0.2% hits | lysis activity, % at 15 µM;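 active = mean lysis activity across replicates of at least 80%, whatever share of replicates individually reach that level; inactive = mean lysis activity below 80%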
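Signal: Adenylate kinase release luminescence | Assay system: Log-phase Cryptococcus neoformans yeast cells | Input: Cells at 5 × 10^6 per mL | Buffer or medium: Fresh YPD growth medium | Compound: Single dose | Schedule: Static 4 h at 37 °C with compound, 1 h detection | Controls: Clomiphene | Read-out: Luminescence rise reflecting yeast cell lysis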
LGR2 inh – inhibitors of bursicon-induced LGR2 CRE-luciferase signal, primary screen, cell-based, HEK293, CRE-luciferase reporter, bursicon stimulation | Drosophila bursicon receptor LGR2 (rickets) | bursicon-stimulated, 4 h | inhibition, % at 9.99 µM | 380,000 compounds, 0.35% hits | AID 720647, 2013;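 active = drop in luminescence signal, shown as inhibition above about 50% in the replicate tests, limit read from the data, passing the limit was not always enough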;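 note: agonist challenge used bursicon conditioned medium at about half maximal strength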
PAX8 reporter – inhibitors of PAX8-driven TPO luciferase reporter, primary screen, RMG-I cells, single concentration | SteadyGlo, 24 h | AID 652154, 2013 | 360,000 compounds, 1.2% hits | inhibition, % at 12.6 µM;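 active = mean replicate inhibition at least 60% with every replicate also reaching 60%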;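 note: luciferase light reporting Pax8 driven TPO promoter activity; plate controls were median of neutral control wells for no effect and mitoxantrone controls for full effect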
PGC1a acetyl inh – inhibitors of PGC1a acetylation signal, primary screen, cell-based, U2OS, AlphaScreen, inhibitor mode | AlphaScreen anti-acetyl-lysine; with virally co-expressed GCN5 acetyltransferase | inhibition, % at 15.6 µM | 350,000 compounds, 0.17% hits | AID 651687, 2012;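 active = every replicate shows inhibition of at least 40%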;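 note: 0% = neutral control wells and 100% = positive control wells; some results beyond the cut were filed as inactive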
* hit, by the source's call; x = no result given; & = joins results of further samples. Not a hit list; about 2.9% have a hit in one of these screens.

SMILES	INS-1E GSIS act	Statin myotox sup	PglD DTNB	ARNT-TACC3 inh	Cneo AK release	LGR2 inh	PAX8 reporter	PGC1a acetyl inh
CC(C)CC(c1nnnn1Cc1ccco1)N1CCN(c2cccc(Cl)c2)CC1 (stereo unspecified)	x	13	-4	-1	-1	x	x	0
CCn1nc(NC(=O)c2ccccn2)c2cc3cc(C)ccc3nc21	x	-17	-27	-15	-1	x	x	-12
OC(c1ccc(F)cc1)c1nc(-c2ccoc2)cs1 (stereo unspecified)	-4	5	x	x	2	4	-21	-7
CCCNC(=O)C[C@H]1C[C@@H]2c3cc(NC(=O)c4cccnc4)ccc3O[C@@H]2[C@@H](CO)O1	3	1	-7	-4	-3	5	-2	-1
CC(NC(=O)CN(c1cccc(C(F)(F)F)c1)S(C)(=O)=O)c1ccccc1 (stereo unspecified)	-18	-1	5	-12	-1	-1	19	-3
C[C@H](CO)N1C[C@H](C)[C@@H](CN(C)Cc2ccc(Cl)c(Cl)c2)Oc2ccc(NC(=O)Nc3ccccc3)cc2CC1=O	-6	26	1	-2	5	23	48	4
C[N+]1(CCCCSc2ccc(O)cc2)CCCCC1	x	x	3	1	-1	x	17	x
Cc1ccc(S(=O)(=O)N(C)C[C@@H]2Oc3ccc(NC(=O)Nc4ccc(F)cc4)cc3CC(=O)N([C@@H](C)CO)C[C@@H]2C)cc1	-23	20	x	x	x	-14	-37	3
Cn1cnc(S(=O)(=O)N2C[C@H](O)COC[C@@H]3O[C@@H](CC(=O)NCc4cccc(F)c4)CC[C@H]32)c1	10	-12	0	0	-1	-5	-7	3
CCC(C(=O)N1CCOCC1)n1c(C(=O)OC)cc2occc21 (stereo unspecified)	7	-17	-4	4	1	20	x	6

Looked up above.
Reading for CCn1nc(NC(=O)c2ccccn2)c2cc3cc(C)ccc3nc21 under PGC1a acetyl inh: -12
Reading for CC(C)CC(c1nnnn1Cc1ccco1)N1CCN(c2cccc(Cl)c2)CC1 (stereo unspecified) under Cneo AK release: -1
Reading for C[N+]1(CCCCSc2ccc(O)cc2)CCCCC1 under Cneo AK release: -1
Reading for OC(c1ccc(F)cc1)c1nc(-c2ccoc2)cs1 (stereo unspecified) under PGC1a acetyl inh: -7

Later entries
SMILES	INS-1E GSIS act	Statin myotox sup	PglD DTNB	ARNT-TACC3 inh	Cneo AK release	LGR2 inh	PAX8 reporter	PGC1a acetyl inh
C[C@@H]1CN([C@H](C)CO)C(=O)c2cc(NS(=O)(=O)c3cccs3)ccc2O[C@@H](C)CCCCO[C@@H]1CN(C)S(=O)(=O)c1cn(C)cn1	14	-6	1	-2	0	-8	-8	9
CCS(=O)(=O)N[C@@H]1CC[C@H](CC(=O)NC2Cc3ccccc3C2)O[C@H]1CO	7	0	1	-6	-16	8	-2	-15
Cc1ccc(S(=O)(=O)NCCN2CCNC2=O)cc1	10	x	x	2	x	9	3	-6
CC(C)(C)N(Cc1ccccc1)C(=O)COC(=O)c1cccc([N+](=O)[O-])c1	-22	7	-3	1	0	-2	22	-6
CN(C)C(=O)C[C@@H]1CC[C@H]2[C@@H](COc3ccc(NC(=O)C4CCCCC4)cc3C(=O)N2C)O1	10	-15	-1	-9	-2	14	2	8
COc1ccccc1NC(=O)CCCC(=O)OC(C)C(=O)c1ccccc1 (stereo unspecified)	15	4	x	-4	x	-4	5	x
COc1cc(C(=O)O)nc2ccc([N+](=O)[O-])cc12	2	8	-1	1	-1	0	1	11
Cc1ccc(NC(=O)C2CCCN2S(=O)(=O)c2ccc(-c3ccc(=O)[nH]n3)s2)c(C)c1 (stereo unspecified)	13	56	0	2	-1	-3	12	-4
CN(c1ccc(OCC(=O)OCC(=O)Nc2ccc([N+](=O)[O-])cc2)cc1)S(=O)(=O)c1cccs1	-4	1	5	-4	0	8	1	x
Nc1nnnn1/N=C/c1cccc(Br)c1	x	5	7	4	6	x	-19	18

Three of the compounds above, with bars between the fields:
SMILES | INS-1E GSIS act | Statin myotox sup | PglD DTNB | ARNT-TACC3 inh | Cneo AK release | LGR2 inh | PAX8 reporter | PGC1a acetyl inh
C[C@@H]1CN([C@H](C)CO)C(=O)c2cc(NS(=O)(=O)c3cccs3)ccc2O[C@@H](C)CCCCO[C@@H]1CN(C)S(=O)(=O)c1cn(C)cn1 | 14 | -6 | 1 | -2 | 0 | -8 | -8 | 9
CCS(=O)(=O)N[C@@H]1CC[C@H](CC(=O)NC2Cc3ccccc3C2)O[C@H]1CO | 7 | 0 | 1 | -6 | -16 | 8 | -2 | -15
Cc1ccc(S(=O)(=O)NCCN2CCNC2=O)cc1 | 10 | x | x | 2 | x | 9 | 3 | -6

Continuation.
SMILES	INS-1E GSIS act	Statin myotox sup	PglD DTNB	ARNT-TACC3 inh	Cneo AK release	LGR2 inh	PAX8 reporter	PGC1a acetyl inh
CNc1c([N+](=O)[O-])cnn1-c1ccc(F)cc1	14	8	7	-1	6	-3	-18	6
O=C(CCc1nc2ccccc2c(=O)[nH]1)N1CCN(S(=O)(=O)c2ccccc2Br)CC1	3	10	x	-1	x	38	24	x
CNC[C@H]1Oc2ccc(NS(=O)(=O)c3cccs3)cc2CC(=O)N([C@H](C)CO)C[C@@H]1C	10	-8	5	1	0	-6	x	4
C/C=C/c1ccc([C@@H]2[C@H](CO)N(C(=O)COC)[C@H]2CNC(=O)CC)cc1	-6	-3	3	-10	8	-15	-10	4
COC(=O)c1cc(COC(=O)CNC(=O)c2cccc(C)c2)oc1C	-4	4	-3	-20	-1	-15	-2	6
CCC1(C)NC(=O)N(/N=C/c2ccc(C)s2)C1=O (stereo unspecified)	29	-12	6	-3	2	-6	-48	1
CC(=O)n1cc(C2CC(=O)OC3=C2CC(=O)C(C)(C)C3)c2ccccc21 (stereo unspecified)	x	8	0	x	-1	0	9	x
Brc1ccccc1-c1csnn1	0	x	1	13	12	-18	36	4
CO[C@H]1CN(C)C(=O)c2ccc(NC(=O)NC(C)C)cc2OC[C@H](C)NC[C@H]1C	2&4&7	12	0	18	-2	1&7	-28&10	x
CCN(CC(=O)NCCc1ccc(S(N)(=O)=O)cc1)Cc1nc2ccccc2c(=O)[nH]1	x	3	3	8	0	x	10	4

2 of the compounds above, with each value named.
O=C(CCc1nc2ccccc2c(=O)[nH]1)N1CCN(S(=O)(=O)c2ccccc2Br)CC1
  INS-1E GSIS act: 3 | Statin myotox sup: 10 | PglD DTNB: x | ARNT-TACC3 inh: -1 | Cneo AK release: x | LGR2 inh: 38 | PAX8 reporter: 24 | PGC1a acetyl inh: x
CNC[C@H]1Oc2ccc(NS(=O)(=O)c3cccs3)cc2CC(=O)N([C@H](C)CO)C[C@@H]1C
  INS-1E GSIS act: 10 | Statin myotox sup: -8 | PglD DTNB: 5 | ARNT-TACC3 inh: 1 | Cneo AK release: 0 | LGR2 inh: -6 | PAX8 reporter: x | PGC1a acetyl inh: 4

Going on with the list.
SMILES	INS-1E GSIS act	Statin myotox sup	PglD DTNB	ARNT-TACC3 inh	Cneo AK release	LGR2 inh	PAX8 reporter	PGC1a acetyl inh
C/C=C/c1ccc2c(c1)O[C@H](CN(C)C(=O)Cc1cccnc1)[C@H](C)CN([C@H](C)CO)S2(=O)=O	26	-1	-6	-4	8	0	-4	14
COc1cc(C(=O)N/N=C/c2ccc3c(c2)c2ccccc2n3C)ccc1O	-4	-26	2	3	-2	-11	40	7
CCC(C)(C)NC(=O)C(c1ccccc1Cl)N(Cc1cccnc1)C(=O)CCC(=O)Nc1cc(C)on1 (stereo unspecified)	11	-101	6	0	-4	-15	1	-3
COC(=O)CNC(c1ccccc1)c1cc(Br)ccc1NS(=O)(=O)c1ccccc1 (stereo unspecified)	-9	5	-8	-3	0	-15	-14	-12
CC(=O)Nc1ccc(SCCCC(=O)c2ccccc2)cc1	10	-4	-4	-1	8	-34	-151	-17
COc1ccc(NC(=O)N2CCC(n3cnc4ccccc43)CC2)cc1	-14	x	x	x	x	10	6	-11
CCCc1cc(C(=O)OC)c(NC(=O)CCC(=O)O)s1	22	x	x	-4	x	-2	-1	6
COCCN(C(=O)CSc1cc(C)c2ccccc2n1)c1c(N)n(CC(C)C)c(=O)[nH]c1=O	-1	8	3	-5	0	-13	3	4
CC(C)OCCCNS(=O)(=O)c1ccc2c(c1)oc(=O)n2C	5	-12	-1	-6	-3	1	12	5
COCC(=O)N1CC2(C1)CN(Cc1ccccc1Cl)[C@@H](CO)c1[nH]c3cc(OC)ccc3c12	9	x	x	x	x	-5	7	20
CC(C(=O)NCC1CCCCC1)N(C)Cc1ccc(Br)cc1 (stereo unspecified)	2	21	5	-6	-14	14	-6	x
ClC1(Cl)CC1CSc1ncn[nH]1 (stereo unspecified)	17	6	2	-6	-1	-10	-15	-12
CC(C)Cn1c(SCC(=O)N2CCN(S(=O)(=O)c3ccccc3)CC2)nc2ccccc21	-13	0	10	x	1	-13	x	-1
CN(Cc1ccc(F)cc1)C(=O)c1cccc(S(=O)(=O)N2CCN(c3ccccc3)CC2)c1	-17	-2	-1	-2	x	3	30	8
OC[C@H]1O[C@H](c2nc(-c3nc(-c4cccc(-n5cccc5)c4)no3)cs2)C[C@@H]1O	13	4	6	x	-3	-3	-97	-7
CCCOC(=O)Nc1c(C)cccc1C(C)C	-4	-16	9	x	-1	-10	7	x
CCCC(c1nnnn1CS(=O)(=O)c1ccc(C)cc1)N1CCN(CC)CC1 (stereo unspecified)	2	x	x	x	x	24	0	5
COc1cccc(OCc2cc(C(=O)N3CCN(C(C)=O)CC3)no2)c1	10	-9	-3	2	-2	-49	-237	-10
CCOC(=O)N1CCC(N(CCOC)C(=O)Nc2ccc(CC)cc2)CC1	-13	-13	3	-6	1	-14	x	-14
C[C@@H]1CCCCO[C@H](CN(C)S(C)(=O)=O)[C@@H](C)CN([C@H](C)CO)C(=O)c2cc(NC(=O)c3ccncc3)ccc2O1	8	x	12	-2	-8	-9	-3	4
C[C@H]1CN([C@@H](C)CO)C(=O)c2cccc(NC(=O)Nc3cccc4ccccc34)c2O[C@@H]1CN(C)S(=O)(=O)c1cccs1	-5	-31	-3	2	-3	2	x	5
COc1ccc(NC(=O)CSc2ccccc2)cn1	-5	-2	12	-4	-1	-35	23	-4
CCN(CC)S(=O)(=O)c1ccc(N2CCOCC2)c(NC(=O)c2cc3ccccc3o2)c1	x	-1	0	x	0	14	12	-9
COc1ccc(NC(=O)CS(=O)(=O)c2ccccc2Cl)cc1	2	2	2	6	1	-14	-33	3
COc1ccc(CCNC(=O)COC(=O)c2cnc(C)cn2)cc1OC	x	19	1	-2	-1	x	x	-5
CC1=C(C(=O)N2CCOCC2)C(c2ccc(C)cc2)NC(=S)N1 (stereo unspecified)	-2	x	x	-17	x	-1	-39	x
Cc1ccc(-n2c(C)nnc2SCC(=O)N2CCc3ccccc3C2)cc1C	0	2	-1	-1	2	x	10	4
CC(C)COC(=O)c1cc(-c2ccc(/C=N/n3cnnc3)o2)ccc1Cl	20	-2	-2	-2	0	-22	-22	8
